E-selectin induc = induces E-selectin expression in human endothelial cells; P16581; HUVEC E-selectin immunofluorescence imaging; normalized: neutral wells 0, TNF-alpha wells 100; activation, % at 7.58 µM; 260,000 tested, 0.37% active; AID 686992;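 active means mean E-selectin-positive cell signal at least 10% of the positive control, reached in at least 60% of replicates, without over 20% cell loss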;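 further: in these data hits start at about 27%; measured in HUVEC primary endothelial cells; signal is the percent of cells scored E-selectin positive by PE staining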
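Test system: HUVEC | Signal: Immunofluorescence imaging | Read-out: Percent E-selectin-positive cells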
Xi reactivation = reactivates the inactive X chromosome in mouse fibroblasts; activation, % at 7.58 µM; XiGFP mouse fibroblasts, % GFP-positive cells imaging, 3 d; cells co-treated with 5-aza-dC sensitizer; scaled so ellipticine positive control = 100%; 360,000 tested, 0.055% active;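 active means mean normalized replicate activation at least 10% and every replicate at or above 10%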;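 further: 0% = median of on-plate neutral control wells and 100% = ellipticine 6 µM median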
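System: 68-5-11 XiGFP fibroblast line | Buffer or medium: DMEM containing 5-aza-dC | Compound: Single point | Times: Compounds 3 days, fix/stain 15 min at room temperature | Benchmarks: Positive control ellipticine, 6 µM final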
EWS-Fli block = blocks EWS/Fli oncoprotein-driven transcription. inhibition, % at 12.6 µM. 350,000 tested, 0.67% active. A673 NR0B1-luciferase reporter, viability-normalised;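 active means mean inhibition of at least 50% after viability correction, with every replicate also passing that limit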;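 further: firefly luciferase signal divided by Alamar Blue viability fluorescence both relative to DMSO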
RAD54 branch = blocks human RAD54 Holliday junction branch migration. 360,000 tested, 0.14% active. FAM/BHQ fluorescence. AID 602329. inhibition, % at 10.4 µM. Q92698;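 active means mean normalized replicate activity at least 40 and at least half of replicates scoring 40 or more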;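 further: 0% = median of neutral control wells and 100% = median of positive control wells; inhibitors cause a drop in the FAM fluorescence signal; in these data hits start at about 50%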
RAD52 inh = RAD52 (human) annealing inhibition | recombinant RAD52 DNA annealing, FRET fluorescence | inhibition, % at 18.7 µM | 360,000 tested, 0.46% active | AID 651710;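 active means every replicate showing at least 50% inhibition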
Target sequence (P43351 whole entry, looked up): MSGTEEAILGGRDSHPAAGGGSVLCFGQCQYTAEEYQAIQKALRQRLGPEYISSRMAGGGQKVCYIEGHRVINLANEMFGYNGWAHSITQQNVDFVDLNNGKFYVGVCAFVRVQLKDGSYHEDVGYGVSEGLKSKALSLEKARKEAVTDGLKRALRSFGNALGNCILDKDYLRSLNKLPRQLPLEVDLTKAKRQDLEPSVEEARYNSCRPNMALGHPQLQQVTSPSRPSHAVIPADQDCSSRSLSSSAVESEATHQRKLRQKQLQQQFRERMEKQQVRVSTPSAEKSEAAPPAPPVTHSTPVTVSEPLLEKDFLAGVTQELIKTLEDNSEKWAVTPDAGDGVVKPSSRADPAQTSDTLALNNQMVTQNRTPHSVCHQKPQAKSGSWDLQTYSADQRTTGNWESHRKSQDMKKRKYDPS
FN deposit inh = fibronectin deposition inhibition | AH1F fibroblasts, Alexa488-fibronectin deposition fluorescence, overnight | inhibition, % at 12.6 µM | 350,000 tested, 0.086% active;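 active means mean inhibition across replicates of 30% or more, regardless of how many single replicates reach that level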;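 further: positive control wells lacked labelled fibronectin entirely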
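Material: AH1F fibroblast monolayer depositing Alexa488-labelled fibronectin into matrix | Input: 10000 AH1F cells/well | Medium: DMEM plus 2% serum, read in PBS | Reagent: Alexa488-fibronectin, 24 nM final in well | Compound dosing: One dose per compound, pinned | Schedule: 1 h adhesion, overnight exposure | Measured by: Fluorescence at 485 nm excitation, 525 nm emission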
S100A4 inh HTS = S100A4-myosin IIA interaction inhibition; S100A4/TAMRA-MyoIIA peptide fluorescence polarization; inhibition, % at 10.7 µM; AID 652163; 360,000 tested, 0.14% active;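 active means mean inhibition of at least 70% across replicates, with every replicate also reaching that level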
Target sequence (P26447 whole entry, looked up): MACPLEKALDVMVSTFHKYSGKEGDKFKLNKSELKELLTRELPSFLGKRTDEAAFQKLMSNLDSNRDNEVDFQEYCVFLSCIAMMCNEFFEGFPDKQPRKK
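Test system – S100A4 monomer (human) · Compound – single-point compound testing · Schedule – 5 min incubation before reading · Probe or stimulus – TAMRA-labelled myosin IIA heavy-chain peptide probe, 5 nM · Benchmarks – neutral control DMSO, positive control TFP · Medium – Calcium-containing HEPES buffer, pH 7.2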
esBAF inh = SWI/SNF esBAF complex inhibition. 350,000 tested, 2% active. mouse ES cells, Bmi1-luciferase knock-in reporter, 24 h; 100% = twice the neutral-well signal. reporter increase, % at 12.5 µM; in the data active means activation above about 40%;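 further: 0% = median of the plate's neutral control wells and 100% = double that signal; a rise in the Bmi1 reporter signal indicates esBAF inhibition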
An asterisk follows results filed as active; · = no result given; & = joins results of further samples; ! = not confirmed by another sample.

entry	molecule	E-selectin induc	Xi reactivation	EWS-Fli block	RAD54 branch
1	COc1ccc(S(=O)(=O)N(C)C[C@@H]2Oc3c(NC(=O)C4CCOCC4)cccc3C(=O)N([C@H](C)CO)C[C@H]2C)cc1	-0.1	-0.5	-8	8
2	FC(F)(F)c1ccnc(NCc2ccc(Cl)cc2)n1	0.0	0.0	-6	·
3	Cc1ccccc1S(=O)(=O)N1[C@@H]2CNC[C@H]1C2c1ccc(/C=C/c2ccccc2)cc1 (stereo not given in full)	0.0&0.4	0.1&0.0	·	·
4	O=C(Cn1nc(C(=O)O)c2ccccc2c1=O)Nc1cccc(S(=O)(=O)N2CCCC2)c1	·	0.0	-1	10
5	O=C(C1CCN(S(=O)(=O)c2ccccc2[N+](=O)[O-])CC1)N1CCOCC1	·	0.0	9	6
6	CCN(CC)CCC#CC1(O)c2ccccc2-c2ccccc21	·	0.0	9	10
7	O=C(Oc1oc(-c2ccco2)nc1C=Nc1ccccc1)c1ccoc1	·	·	-9	-4
8	O=C([C@H]1[C@H](CO)[C@H]2Cn3c(ccc(/C=C/c4ccccc4)c3=O)[C@@H]1N2)N1CCCCC1	0.0	0.4	5	3
9	O/N=C(/c1ccc(F)cc1)C1CC1c1c(F)cccc1Cl (stereo not given)	·	0.1	-4	-3
10	CC(=O)Nc1ccc(C(=O)Nc2ccc(S(=O)(=O)N3CCCCC3)cc2)cc1	·	0.1	6	-11

entry	RAD52 inh	FN deposit inh	S100A4 inh HTS	esBAF inh
1	-2	-6	3	0
2	0	7	10	-7
3	51*!	0&-9	-17&-2	·
4	-20	-2	-3	-7
5	-8	4	-4	5
6	-30	2	-14	-8
7	-4	·	-2	32
8	9	·	0	7
9	-6	18	3	0
10	-12	-3	-3	3

Next results:
entry	molecule	E-selectin induc	Xi reactivation	EWS-Fli block	RAD54 branch
11	CC(/C=N/n1c(-c2ccncc2)n[nH]c1=S)=C\c1ccco1	6.0	0.1	4	6
12	O=C(c1ccc(F)cc1)N1C[C@H]2[C@@H](c3ccccc31)[C@H](CO)N2C(=O)c1ccc(F)cc1	0.0	0.3	5	3
13	N#Cc1c(SCC(=O)Nc2nncs2)sc2c(O)cc(=O)[nH]c12	·	0.0	9	-6
14	O=C(COc1ccccc1)N(Cc1cccs1)C1CCS(=O)(=O)C1 (stereo not given)	0.2	0.3	1	·
15	C[C@H](CO)N1C[C@H](C)[C@H](CN(C)S(=O)(=O)c2ccc(F)cc2)Oc2c(NS(=O)(=O)c3cccs3)cccc2C1=O	0.1	-0.7	-10	1
16	CC(C(=O)NCc1cccnc1)c1ccc([N+](=O)[O-])cc1 (stereo not given)	·	0.1	5	-12
17	COC(=O)Cc1c(OC)ccn(CCc2c[nH]c3ccccc23)c1=O	5.8	0.1	-49	0
18	O=C(NCCc1nnc2ccccn12)c1cccs1	·	0.0	-38	-7
19	C[C@@H]1CN([C@@H](C)CO)C(=O)c2cc(C#Cc3ccccn3)cnc2O[C@H]1CN(C)Cc1cncnc1	0.3	-0.6	-22	-9
20	COc1ccccc1C(=O)NCC(=O)OCC(=O)c1ccc2c(c1)-c1ccccc1C2	·	0.3	·	-3

entry	RAD52 inh	FN deposit inh	S100A4 inh HTS	esBAF inh
11	2	2	-3	·
12	15	·	-5	-3
13	-27	-8	-6	2
14	-18	-8	3	-5
15	-19	·	-35	1
16	-11	-4	4	-10
17	-13	10	-4	32
18	-5	-2	-4	28
19	-56	·	21	-2
20	·	-5	·	-2

Next section.
entry	molecule	E-selectin induc	Xi reactivation	EWS-Fli block	RAD54 branch
21	C/C=C/c1ccc([C@@H]2[C@@H](CNC(=O)c3ccccc3)N(C(C)=O)[C@H]2CO)cc1	0.0	0.0	1	-3
22	CCC(=O)N1CCCCN2[C@H](CO)[C@H](c3ccc(-c4cccc(C(=O)N(C)C)c4)cc3)[C@H]2C1	0.0	0.2	-7	4
23	C/C(=C\C=C(C#N)C#N)c1cc(C#N)c(N)o1	·	0.0	-13	·
24	O=C(C[C@@H]1C[C@@H]2c3cc(NC(=O)NC4CCCC4)ccc3O[C@@H]2[C@H](CO)O1)NCc1ccccc1F	0.0	0.0	2	-10
25	CN1CCO/C1=C(\C(Cl)=C(Cl)Cl)[N+](=O)[O-]	0.3	0.0	1	·
26	O=C(NCCSc1ccccc1)c1ccc(CN2CCOCC2)cc1	3.3	0.1	-111	-6
27	NS(=O)(=O)c1ccc(NC(=O)c2c(Cl)cccc2Cl)cc1	·	0.2	2	-1
28	COc1ccc(S(=O)(=O)Nc2ccc3c(c2)CC(=O)N([C@H](C)CO)C[C@@H](C)[C@@H](CN(C)S(=O)(=O)c2cccs2)O3)cc1	-0.1	-0.1	10	4
29	Cc1ccc(C)c(NC(=O)CSc2nc3[nH]ncc3c(=O)[nH]2)c1	0.2	0.2	-17	·
30	COc1ccc(NC(=O)N(C)C[C@@H]2Oc3c(NC(=O)Nc4ccc(C(F)(F)F)cc4)cccc3C(=O)N([C@H](C)CO)C[C@H]2C)cc1	-3.1	0.0	13	·

entry	RAD52 inh	FN deposit inh	S100A4 inh HTS	esBAF inh
21	·	-7	·	-7
22	-8	·	-4	·
23	-492	1	-128	·
24	-17	-6	5	-2
25	-17	0	-1	·
26	-4	-5	2	-29
27	-8	-11	0	-4
28	12	-3	4	4
29	-5	2	3	·
30	·	·	·	13

Of the compounds above, these have a furan ring, fused or not:
entry	molecule	E-selectin induc	Xi reactivation	EWS-Fli block	RAD54 branch
7	O=C(Oc1oc(-c2ccco2)nc1C=Nc1ccccc1)c1ccoc1	·	·	-9	-4
11	CC(/C=N/n1c(-c2ccncc2)n[nH]c1=S)=C\c1ccco1	6.0	0.1	4	6
23	C/C(=C\C=C(C#N)C#N)c1cc(C#N)c(N)o1	·	0.0	-13	·

entry	RAD52 inh	FN deposit inh	S100A4 inh HTS	esBAF inh
7	-4	·	-2	32
11	2	2	-3	·
23	-492	1	-128	·

The results go on:
entry	molecule	E-selectin induc	Xi reactivation	EWS-Fli block	RAD54 branch
31	CC(C)C(=O)NC(NC1CCS(=O)(=O)C1)C(Cl)(Cl)Cl (stereo not given)	-1.4	0.0	-1	·
32	C[C@@H]1CN([C@H](C)CO)C(=O)c2cccc(NC(=O)CCCCCC(=O)Nc3ccccc3N)c2O[C@@H]1CN(C)C(=O)Nc1ccc(F)cc1	-3.3	0.1	5	·
33	Cn1cc(S(=O)(=O)NCc2ccco2)c(=O)n(C)c1=O	0.6	0.3	-5	2
34	O=S(=O)(c1ccc(-c2n[nH]c(=S)o2)cc1)N1CCCC1	0.0	-0.1	0	-1
35	CC(NC(=O)c1cc(S(=O)(=O)N(C)C)ccc1Cl)C1CC2CCC1C2 (stereo not given)	-0.1	-0.1	6	-22
36	O=C(OCc1ccccc1)c1c(-c2ccccc2)oc2c1C(OCCO)CCC2 (stereo not given)	0.7	0.6	-5	·
37	CC(C)c1nc(CNC(=O)C2CCC(=O)N(CCc3ccc(Cl)cc3)C2)no1 (stereo not given)	-0.2	0.3	1	0
38	O=C(Cc1ccc(-n2c(=O)c3sccc3n(CC(=O)Nc3ccccc3F)c2=O)cc1)NCc1ccco1	7.9	·	12	·
39	CCN(CC)CCC#CC(O)(c1ccccc1)C1CCCCC1 (stereo not given)	·	0.0	10	·
40	Cc1cc(C)c(C)c(S(=O)(=O)Nc2ccc(OCC(=O)O)cc2)c1C	0.1	0.3	-72	0

entry	RAD52 inh	FN deposit inh	S100A4 inh HTS	esBAF inh
31	-9	·	-5	·
32	2	·	14	·
33	-9	6	-2	-8
34	13	-2	-4	-5
35	-12	0	-2	0
36	6	-3	0	·
37	-12	-4	4	3
38	-19	-3	3	-5
39	11	·	0	·
40	-14	6	0	-2

Going on with the list:
entry	molecule	E-selectin induc	Xi reactivation	EWS-Fli block	RAD54 branch
41	O=C(C[C@H]1CC[C@@H]2[C@H](COC[C@@H](O)CN2C(=O)Nc2cccc(Cl)c2)O1)NCCCN1CCOCC1	0.2	-0.1	-29	-5
42	Cc1ccc(S(=O)(=O)Nc2ccc3c(c2)C(=O)N([C@H](C)CO)C[C@@H](C)[C@H](CN(C)C(=O)Nc2ccc(C(F)(F)F)cc2)O3)cc1	0.2	-0.5	13	-4
43	CCOC(=O)C1=C(C)N(C[C@@H]2CC[C@@H](Cc3ccc(-c4ccccc4)cc3)O2)C(=O)NC1C1CC1 (stereo not given in full)	-0.1	-0.1	-1	12
44	O=C(O)c1cc2c(ccc3ccccc32)oc1=O	0.6	·	·	-13
45	O=C(CCCCCn1nnc2ccccc2c1=O)Nc1ccccc1Cl	-0.1	0.4	-3	1
46	N#CCCn1c(=O)n(CCC#N)c2ccccc21	·	0.0	9	·
47	O=c1cnc2ccccc2n1Cc1ccccc1C(F)(F)F	0.0	0.1	1	3
48	O=C(N/N=C\c1ccc([N+](=O)[O-])o1)c1cncc(Br)c1	0.0	0.1	22	0
49	O=C(NCCc1ccc(Cl)cc1)c1cc(S(=O)(=O)N2CCCC2)ccc1F	-0.2	0.1	0	3
50	CCCC#Cc1cnc2c(c1)C(=O)N([C@@H](C)CO)C[C@H](C)[C@@H](CN(C)C(=O)Cc1cccnc1)O2	1.0	0.1	6	5
51	C[C@@H](NC(=O)C[C@@H]1CC[C@@H]2[C@@H](COc3ccc(NS(=O)(=O)c4ccc(Cl)cc4)cc3C(=O)N2C)O1)c1ccccc1	0.9	0.0	6	2
52	COc1ccccc1S(=O)(=O)N1CC[C@@H]2[C@H](CO)Nc3ccc(-c4ccccc4)cc3[C@@H]21	-0.6	-0.1	-25	2

entry	RAD52 inh	FN deposit inh	S100A4 inh HTS	esBAF inh
41	0	-1	-1	5
42	-12	·	4	14
43	-8	0	2	2
44	·	-9	·	-4
45	-2	-3	-8	2
46	-8	-6	-8	·
47	-1	-1	-2	-9
48	-20	-3	-1	·
49	7	6	1	3
50	10	1	0	-4
51	13	6	-38	1
52	20	-9	-23	-4

Screens: PubChem, Broad Institute

Not a hit list. About 3% of those tested had a hit in this group.
